Screens: PubChem BioAssay, The Scripps Research Institute Molecular Screening Center
SIAE primary: inhibitors of human sialic acid acetylesterase SIAE | inhibition, % at 9.66 µM | AID 1053197 | SIAE FP-Rh probe binding, fluorescence polarization | 0.69% of 370,000 active;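 active means inhibition above a cutoff: mean of compounds within the control limits plus 3 SD of those, cut at about 17% in these data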;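 further: 0% = plate median of compound wells and 100% = probe without SIAE protein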
PRMT1 inh: inhibitors of human PRMT1. Q99873. recombinant PRMT1, activity-based probe fluorescence polarization. inhibition, % at 2.79 µM. 1.3% of 370,000 active;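 active means inhibition above about 21% made by adding two undisclosed values, limit read from the data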
DDE Tn7 FP inh: disrupts Tn7 cyclic peptide binding to fibrin D-Dimer-E complex | FP displacement of FITC-Tn7 peptide from fibrin DD(E); 0% = median of compound wells per plate | 0.13% of 370,000 active | inhibition, % at 8.3 µM | P02675;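 active means inhibition above the mean of compounds falling within the control limits plus 3 SD of them, cut at about 14% in these data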;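 further: 0% = plate median of compound wells and 100% = 10 µM Aha-Tn7 peptide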
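Assay system: human fibrin DD(E) protein / Input: 2 µM fibrin DD(E) / Benchmarks: high control of 10 µM Aha-Tn7 peptide / Measured by: fluorescence polarization of the labelled Tn7 tracer / Medium: Tris buffer with calcium and detergent, pH 7.8 / Timing: 10 min compound pre-incubation, 3 h probe incubation at room temperature / Repeats: one replicate per compound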
TCR-CD3 inh: human TCR-CD3 binding inhibition. TAMRA-labeled TCR probe fluorescence, biochemical. 0.37% of 360,000 active. inhibition, % at 9.4 µM; in the data active means inhibition above about 19%;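 further: recombinant mutant TCR 2C K166C tagged with TAMRA read by polarization; 0% = receptor in buffer alone and 100% = receptor with positive control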
proKLK7 act: activators of human kallikrein-7 zymogen | activation, % at 7 µM | AID 652039 | purified proKLK7, EDANS-DABCYL substrate fluorescence; 100% is mature enzyme control, 0% vehicle | P49862 | 0.9% of 370,000 active;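 active means activation above the mean of all tested compounds plus 3 SD, computed per campaign excluding outliers beyond control limits, cut at about 13% in these data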
Target sequence (P49862 whole entry, looked up): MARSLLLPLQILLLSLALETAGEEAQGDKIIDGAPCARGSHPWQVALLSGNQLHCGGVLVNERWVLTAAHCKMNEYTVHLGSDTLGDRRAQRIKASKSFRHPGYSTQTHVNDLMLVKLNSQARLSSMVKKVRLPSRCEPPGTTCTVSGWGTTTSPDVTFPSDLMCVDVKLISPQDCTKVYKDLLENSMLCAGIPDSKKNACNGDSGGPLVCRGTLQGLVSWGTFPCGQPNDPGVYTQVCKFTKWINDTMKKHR
DDE Tn6 FP inh: DD(E)-Tn6 binding inhibition, primary FP screen; Fibrin DD(E) TRITC-Tn6 fluorescence polarization displacement; P02675; inhibition, % at 8.3 µM; AID 720509; 0.21% of 370,000 active;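 active means inhibition above a per-campaign cutoff: mean of compounds within control limits plus 3 SD, cut at about 15% in these data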;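 further: 0% = median of all compound wells on the plate and 100% = blocking peptide control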
TDP2 absorb: blocks human TDP2 phosphodiesterase activity; O95551; recombinant TDP2, T5PNP hydrolysis, p-nitrophenol absorbance 415 nm; inhibition, % at 12.8 µM; 0.34% of 370,000 active; AID 720702;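 active means inhibition above the mean of all tested compounds plus 3 SD, set per campaign, cut at about 25% in these data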;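 further: 0% = DMSO with enzyme and 100% = buffer with substrate but no TDP2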
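Evaluation: % inhibition relative to enzyme-containing and enzyme-free wells. Material: recombinant human TDP2. Benchmarks: enzyme-free and DMSO wells. Timing: enzyme reaction with compound for 2 h at 37 °C. Compound dosing: 12.8 µM only. Measured by: p-Nitrophenol epi absorbance. Reagent: T5PNP substrate at 5 mM, a TopII-DNA adduct mimic. Replication: single well per compound.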
MBD2 DNA inh: inhibitors of human MBD2 binding to methylated oligonucleotide; Q9UBB5; TR-FRET; inhibition, % at 4.4 µM; 0.31% of 370,000 active; AID 686964; in the data active means inhibition above about 13%
UHRF1 MBD2 ctr: human UHRF1 methylated DNA binding inhibitors | AID 687016 | 0.75% of 370,000 active | UHRF1 binding to methylated oligo, TR-FRET | inhibition, % at 4.4 µM; in the data active means inhibition above about 21%;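 further: UHRF1 SRA domain binding a hemimethylated CpG hairpin DNA probe; 0% = median of test compound wells and 100% = reference inhibitor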
Target sequence (Q96T88 whole entry, looked up, the tested form may be a part): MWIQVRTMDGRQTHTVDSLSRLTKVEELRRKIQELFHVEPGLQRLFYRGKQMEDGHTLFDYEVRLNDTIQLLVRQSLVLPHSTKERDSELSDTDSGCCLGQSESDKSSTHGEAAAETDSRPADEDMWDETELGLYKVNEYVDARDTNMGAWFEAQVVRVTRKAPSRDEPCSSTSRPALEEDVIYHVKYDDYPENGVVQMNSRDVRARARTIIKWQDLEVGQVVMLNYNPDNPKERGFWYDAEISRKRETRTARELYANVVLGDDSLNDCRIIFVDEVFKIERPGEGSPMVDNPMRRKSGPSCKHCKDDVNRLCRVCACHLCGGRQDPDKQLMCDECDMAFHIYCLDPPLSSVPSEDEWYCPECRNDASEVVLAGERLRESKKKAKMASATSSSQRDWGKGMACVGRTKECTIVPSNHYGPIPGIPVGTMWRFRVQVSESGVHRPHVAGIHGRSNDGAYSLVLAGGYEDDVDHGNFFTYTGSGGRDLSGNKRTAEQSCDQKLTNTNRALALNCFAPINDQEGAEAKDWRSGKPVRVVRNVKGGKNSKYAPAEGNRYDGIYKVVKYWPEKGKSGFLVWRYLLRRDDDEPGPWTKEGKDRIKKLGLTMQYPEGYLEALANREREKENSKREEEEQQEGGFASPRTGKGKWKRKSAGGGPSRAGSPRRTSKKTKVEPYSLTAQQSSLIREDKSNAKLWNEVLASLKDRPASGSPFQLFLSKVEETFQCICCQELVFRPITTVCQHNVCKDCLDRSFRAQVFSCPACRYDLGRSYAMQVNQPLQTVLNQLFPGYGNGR
LEDGF integ inh: blocks HIV-1 LEDGF/p75-dependent DNA integration | TR-FRET IN-LEDGF/p75 DNA integration, Eu/Cy5 | inhibition, % at 3.7 µM | 0.64% of 370,000 active | AID 743269;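 active means inhibition above the screen-wide mean plus 3 SD, cut at about 13% in these data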;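 further: signal is the Cy5 over europium emission ratio at 671 and 618 nm; 0% = plate median of compound wells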
Active calls of the source: *; . = not tested or not shown.

SMILES	SIAE primary	PRMT1 inh	DDE Tn7 FP inh	TCR-CD3 inh	proKLK7 act	DDE Tn6 FP inh	TDP2 absorb	MBD2 DNA inh	UHRF1 MBD2 ctr	LEDGF integ inh
COc1ccc(S(=O)(=O)N2CCOCC2)cc1NC(=O)CN(C)Cc1c(F)cccc1Cl	-7	-5	-3	-1	1.3	4	-8	4	24*	3
Cc1cc(NC(=O)c2coc(=O)c(Br)c2)ccc1C(C)C	1	6	2	-6	11	-4	11	3	-2	-4
Cc1nc(C)c(C(=O)N2CCCC(C(=O)c3cc(F)ccc3F)C2)s1 (stereo not given)	0	-1	-4	4	-0.6	5	-6	-1	3	1
O=C(COc1ccccc1)Nc1ccccc1Oc1ccccc1	1	1	-8	-1	-0.7	3	1	0	1	-3
S=C(Nc1ccccc1)Nc1ccc(OCc2ccc(Cl)cc2Cl)cc1	15	0	2	1	-0.5	6	-3	-2	-1	2
CC1=C(N2CCOCC2)CCC1=O	2	4	-1	5	-0.1	2	5	2	2	-2
CC1(C(=O)NS(=O)(=O)c2cccc(F)c2)CCN1C(=O)Cc1cccc2ccccc12 (stereo not given)	-9	3	-4	0	-0.4	-5	-2	2	1	-2
Cc1csc2ncc(C(=O)Nc3ccc4c(c3)OCCO4)c(=O)n12	-11	-9	-1	3	0.2	-8	-6	-1	-2	6
CCN(CC(=O)NC1CCS(=O)(=O)C1)S(=O)(=O)c1ccc(F)cc1 (stereo not given)	0	0	-7	-4	0.1	-7	-5	0	4	3
Cc1ccc(/C=N/NC(=O)c2ccc(NC(=O)c3ccc(Cl)cc3)cc2)o1	-5	9	-2	-2	-0.7	-4	-21	7	5	-3
COc1ccc(Cn2c(C)c(C)c(C#N)c2NC(=O)Nc2ccccc2)cc1	-4	3	-7	7	0.1	-4	-8	-2	0	-1
COc1ccc(NS(=O)(=O)c2ccc(NS(=O)(=O)c3ccc(C)cc3)cc2)nn1	-3	0	6	1	-0.4	0	1	0	0	0
CCSc1ccc([C@@H]2[C@@H]3C(=O)N(CC)C(=O)[C@@H]3[C@]3(C(=O)OC)CCCCN23)cc1	2	2	4	-6	0.0	-2	-10	-1	6	-3
CCc1ccccc1N(C(=O)Cn1nnc2ccccc21)C(C(=O)NCCOC)c1ccco1 (stereo not given)	-1	0	0	1	0.3	3	12	4	1	0
Cc1onc(-c2ccccc2Cl)c1C(=O)Nc1nnc(-c2cccc([N+](=O)[O-])c2)s1	4	-2	9	7	0.2	-11	14	3	-2	1
COc1ccccc1S(=O)(=O)Cc1ccc(C(=O)NCc2cccnc2)o1	8	-3	5	6	-0.2	-8	-6	3	-3	0
O=C1N[C@@H](Cc2ccccc2)C(=O)N2[C@H]1CSCCS2(=O)=O	-4	-6	1	-6	-0.3	6	-2	-2	1	1
N#C/C(=C\c1ccc([N+](=O)[O-])cc1)c1ccccn1	16	2	-2	8	0.1	0	5	3	-1	2
CC(C)C(OC(=O)c1cccs1)C(=O)NCc1ccc2c(c1)OCO2 (stereo not given)	-3	-2	-5	0	0.4	2	-10	2	1	3
COc1cccc(OCCNc2cc(Cl)ccc2[N+](=O)[O-])c1	2	-2	-1	-3	-0.2	1	7	-3	-1	3
COc1ccc(C(=O)N2CCn3c2nc2ccccc23)cc1	-3	2	-6	-3	0.1	0	6	-1	0	-2
CC(=O)NC(CC(=O)Nc1ccc(S(=O)(=O)N2CCCC2)cc1)c1ccccc1 (stereo not given)	4	-1	0	6	0.7	5	-4	-1	7	2
COc1cccc(CNC(=O)Cc2ccc(-c3ccccc3)cc2)c1	-2	-3	-8	5	-1.5	-1	2	1	-4	0
Cc1ccc(CN2C(=O)CN(S(C)(=O)=O)CC2(C)C(=O)NC(C)C)cc1 (stereo not given)	5	0	-3	2	-0.1	10	2	-4	-2	-1
CC(C)C[C@H](NC(=O)N1CCn2c1nc1ccccc12)C(=O)NCCc1ccccc1	-6	-2	6	6	-0.2	6	3	2	52*	1
Cn1c2cc(S(C)=O)sc2c2cnn(Cc3cccc(N)c3)c(=O)c21 (stereo not given)	5	-5	4	.	.	1	14	-5	1	-2
O=C(NCCS(=O)(=O)NCc1ccccc1Cl)c1ccccc1	1	1	8	7	0.4	-7	5	4	1	-1
COCCCn1c(-c2ccsc2)nc2c1c(=O)[nH]c(=O)n2Cc1ccccc1	-2	0	-5	0	-0.4	-3	-3	-2	-1	-1
COc1ccccc1C(CCN(Cc1cccs1)C(C)=O)c1ccco1 (stereo not given)	-9	16	7	-6	0.2	-2	0	2	5	4
O=C1C(Cl)=C(N2CCCCC2)C(=O)N1c1ccccc1Cl	14	17	3	0	-0.1	1	-11	-4	-2	1
CCOC(=O)N1CC=C2C(C#N)=C(N)C(C#N)(C#N)[C@H](c3ccc(OC(C)C)c(OCC)c3)[C@H]2C1	-2	0	-1	2	1.1	7	1	-4	-5	-2
CCN1CCN(c2nc(Nc3ccccc3F)nc(N)c2[N+](=O)[O-])CC1	-5	3	1	-4	0.1	7	-7	-2	-3	0
COc1c(Br)cc2c(C)c(C(=O)O)oc2c1Br	-5	1	-4	4	0.8	5	9	-2	1	0
COc1ccc(C(C)=O)cc1OCc1ccccc1	3	0	-4	-2	-0.5	2	12	-3	-2	-1
CC(=O)NCCC(=O)Nc1cc(F)ccc1C	7	-2	-4	7	0.1	7	3	-2	-1	1
CC(CCc1ccccc1)NC(=O)COC(=O)c1cccnc1Cl (stereo not given)	2	-4	0	-4	-0.2	0	0	-2	3	4
Cc1ccc2c(c1)N(CC(=O)NCCCN1CCCCC1)C(=O)CO2	-8	-10	-6	2	-0.3	1	1	3	-3	2
CC(C)CCCN1CCN=C1Nc1ccccc1	0	-2	2	5	-0.2	11	7	-5	-2	-1
O=C(O)c1ccc(CSc2nc(-c3ccc(Cl)cc3)cc(C(F)(F)F)n2)cc1	-16	-3	8	1	0.0	8	4	-1	0	-1
CN(CC(=O)Nc1c(Cl)cccc1Cl)C(=O)Cn1[nH]c(=O)c2ccccc2c1=O	0	-5	6	1	-0.1	-5	1	-6	13	3

Part of the list above, reduced to proKLK7 act and LEDGF integ inh.
compound,proKLK7 act,LEDGF integ inh
CC(C)CCCN1CCN=C1Nc1ccccc1,-0.2,-1
O=C(O)c1ccc(CSc2nc(-c3ccc(Cl)cc3)cc(C(F)(F)F)n2)cc1,0.0,-1

Entries listed above that bear a hit mark in UHRF1 MBD2 ctr:
SMILES	SIAE primary	PRMT1 inh	DDE Tn7 FP inh	TCR-CD3 inh	proKLK7 act	DDE Tn6 FP inh	TDP2 absorb	MBD2 DNA inh	UHRF1 MBD2 ctr	LEDGF integ inh
COc1ccc(S(=O)(=O)N2CCOCC2)cc1NC(=O)CN(C)Cc1c(F)cccc1Cl	-7	-5	-3	-1	1.3	4	-8	4	24*	3
CC(C)C[C@H](NC(=O)N1CCn2c1nc1ccccc12)C(=O)NCCc1ccccc1	-6	-2	6	6	-0.2	6	3	2	52*	1

Additional results:
SMILES	SIAE primary	PRMT1 inh	DDE Tn7 FP inh	TCR-CD3 inh	proKLK7 act	DDE Tn6 FP inh	TDP2 absorb	MBD2 DNA inh	UHRF1 MBD2 ctr	LEDGF integ inh
COc1ccc(/C=C/C(=O)NC(C)(C)C)cc1S(=O)(=O)N1CCOCC1	-5	-3	1	7	-0.2	2	0	3	-3	0
COc1cccc(CC(=O)NNC(=O)c2ccc3c(c2)OCO3)c1	0	-2	4	9	-0.3	4	2	-3	-2	0
Oc1c(Cl)cc(Cl)cc1CNc1nc2ccccc2[nH]1	15	2	3	1	0.2	-12	-1	-2	1	-3
COC(=O)[C@@]12C[C@@H](CC(=O)NCC3CCCCC3)C(=O)N(Cc3cccc4ccccc34)C1=CCC(C)(C)C2	-2	-1	-7	8	-0.4	1	-2	-3	-3	2
CCOC(=O)/C(C#N)=C1/C=Cc2ccccc2N1CC	11	-1	-4	4	-0.1	8	-11	-4	-6	-2
COc1ccc(CNc2nc(-c3ccccc3)nc3ccccc23)cc1OC	-18	-8	0	-4	0.3	-3	-30	-4	-2	7
CN(C)S(=O)(=O)c1cccc(C(=O)Nc2cc(Cl)ccc2O)c1	-13	0	6	-5	0.1	2	4	4	0	-2
CC1=NN(c2ccccc2)C(=O)/C1=C\N1CC(C)OC(C)C1 (stereo not given)	-2	-2	3	-6	-0.7	-15	-8	-2	-2	2
CCOC(=O)c1cccc(C2=CC(=O)CC(C)(C)C2)c1	0	3	4	2	0.3	-7	5	-7	0	13
CN(C)S(=O)(=O)c1ccc(Cl)c(NC(=O)CN2CCCCCC2)c1	-1	-1	4	6	0.1	1	-3	-6	0	-7
CCc1cccc(NC2c3ccccc3C(=O)N2c2ccc(C)cn2)c1 (stereo not given)	4	2	-2	1	-1.0	1	-2	-2	0	-2
CC(=O)Oc1ccccc1-c1nc(C)nc(N(C)C(C)=O)n1	-4	0	-2	9	0.8	5	-3	-2	-2	-2
CN(C(=O)COC(=O)c1ccc([N+](=O)[O-])cc1)c1ccccc1	-6	-3	9	-2	0.3	-10	12	-1	-3	3
O=C(CSc1nc2ccccc2c(=O)[nH]1)Nc1ccccc1C(F)(F)F	-11	4	4	-3	0.1	-2	6	-2	-1	0
COc1cccc(OCC(=O)N2CCC3(CC2)CC(=O)c2ccccc2O3)c1	5	1	8	3	1.3	-3	4	-6	2	1
O=C(N/N=C/c1sc(N2CCOCC2)nc1-c1ccccc1)c1cccc(S(=O)(=O)N2CCOCC2)c1	-3	2	2	-3	-38	-7	-19	2	-6	0
C[C@@]12CC(=O)NC1N(C(=O)c1cccc(C(F)(F)F)c1)C(c1ccccc1OC(=O)c1cccc(C(F)(F)F)c1)C2 (stereo not given in full)	8	1	-4	4	0.4	-7	2	-3	-5	3
CCCc1cc(C(=O)Nc2ccc(OC)cc2[N+](=O)[O-])cs1	6	0	-4	7	-0.3	1	2	3	-2	1
O=S(=O)(c1cccc2cccnc12)N(CCO)CCO	-3	2	-5	7	-0.6	-4	5	-7	1	1
CC1Cc2ccccc2N1C(=O)CSc1nc(-c2ccco2)cc(C(F)(F)F)n1 (stereo not given)	-5	-2	-4	0	0.0	-2	-27	-2	10	6
CCn1nc(C(=O)NNC(=O)c2ccc(OC(F)F)cc2)c2ccccc2c1=O	-3	3	8	-7	-0.6	12	2	3	-1	-8
O=C(CN1C(=O)NC2(CCOc3ccccc32)C1=O)Nc1ccc2c(c1)OCCO2 (stereo not given)	9	-3	4	2	-0.1	-3	5	-2	-3	0
Cc1ccccc1-c1nnc(SCc2ccccc2)o1	-6	-1	5	3	-0.3	2	-4	1	2	1
CCSCc1nnc(SCC(=O)Nc2ccc(F)cc2)n1CC	-13	4	4	-2	0.0	-10	-15	8	6	4
COC(=O)c1sccc1-c1ccc(/C=N/OC(=O)c2cccs2)o1	2	2	-2	-10	4.5	0	-7	2	4	-1
CCN(Cc1nc(-c2ccccc2)no1)C(=O)c1ccoc1C	-3	0	5	-3	1.2	6	8	1	5	-1
